MT1-MMP act inh: inhibitors of human MT1-MMP activation | HT1080 RFP-PRO-GFP cells, GFP/RFP ratio fluorescence, overnight; percent of plate control window, DMSO zero | GFP/RFP ratio change, % at 20 µM | hit rate 0.061% among 360,000;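 active = GFP/RFP ratio change of at least 30% with cell ATP level not reduced by more than half and red fluorescence within 50% of control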; also: strong numbers were not always called active
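system = RFP-PRO-GFP reporter HT1080 cells | dosing = 20 µM single dose, 1% DMSO | timing = overnight cell settling, then overnight compound exposure, 37 °C, 5% CO2 | read-out basis = GFP/RFP fluorescence ratio | controls = DMSO and RFP-L50D-GFP cell wells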
FAS TE block: blocks the thioesterase domain of human fatty acid synthase. P49327. recombinant FAS-TE, OMFH fluorogenic substrate, fluorescence endpoint. inhibition, % at 15 µM. hit rate 0.67% among 360,000. AID 602261;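 active = compounds whose normalised, plate-corrected inhibition of enzyme fluorescence in the single-dose primary screen is 50% or more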;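 also: 0% = DMSO with enzyme and 100% = substrate without enzyme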
CSN inh: CSN deneddylation inhibition | Purified CSN, SCF-Nedd8-OG deneddylation, fluorescence polarization | inhibition, % at 12.5 µM | hit rate 0.38% among 360,000 | AID 651999;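 active = pattern-corrected inhibition above about 35%, with an unprinted fluorescence ratio check between 0.5 and 1.5, limit read from the data, passing the limit was not always enough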;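 also: 0% = enzyme with substrate and 100% = substrate without enzyme; some results filed as inactive read as strong as hits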
Target sequence (Q92905 whole entry, looked up, one chain of several): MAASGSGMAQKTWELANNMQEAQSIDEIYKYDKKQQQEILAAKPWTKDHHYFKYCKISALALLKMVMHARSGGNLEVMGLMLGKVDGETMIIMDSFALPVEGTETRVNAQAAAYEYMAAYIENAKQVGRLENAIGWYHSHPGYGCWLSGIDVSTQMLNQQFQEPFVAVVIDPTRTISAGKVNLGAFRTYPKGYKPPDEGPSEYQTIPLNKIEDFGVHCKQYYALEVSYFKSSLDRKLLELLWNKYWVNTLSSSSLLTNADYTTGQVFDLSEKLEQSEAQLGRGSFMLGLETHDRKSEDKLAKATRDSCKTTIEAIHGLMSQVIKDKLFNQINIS
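Assay system: HEK293T-derived human Csn5 enzyme; quantity: 0.24 nM enzyme; medium: Tris/NaCl/DTT buffer, pH 7.5; also added: substrate SCFSkp2-Nedd8OG, 10 nM; doses: 12.5 µM compound; schedule: 90 min reaction at room temperature; signal: FP; read-out: % inhibition of substrate cleavage by Csn5; benchmarks: substrate-only high control, full reaction low control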
MLLE-PAM2 inh: blocks PAM2 peptide binding to the PABP1 MLLE domain; AID 588489; hit rate 0.36% among 360,000; P11940; GST-MLLE / FITC-PAM2 fluorescence polarization; inhibition, % at 20 µM; in the data active = inhibition above about 35%, passing the limit was not always enough;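 also: plate controls were DMSO wells with GST-MLLE for no effect and wells lacking GST-MLLE protein for full effect; some results filed as inactive read as strong as hits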
Target sequence (P11940 whole entry, looked up, the tested form may be a part): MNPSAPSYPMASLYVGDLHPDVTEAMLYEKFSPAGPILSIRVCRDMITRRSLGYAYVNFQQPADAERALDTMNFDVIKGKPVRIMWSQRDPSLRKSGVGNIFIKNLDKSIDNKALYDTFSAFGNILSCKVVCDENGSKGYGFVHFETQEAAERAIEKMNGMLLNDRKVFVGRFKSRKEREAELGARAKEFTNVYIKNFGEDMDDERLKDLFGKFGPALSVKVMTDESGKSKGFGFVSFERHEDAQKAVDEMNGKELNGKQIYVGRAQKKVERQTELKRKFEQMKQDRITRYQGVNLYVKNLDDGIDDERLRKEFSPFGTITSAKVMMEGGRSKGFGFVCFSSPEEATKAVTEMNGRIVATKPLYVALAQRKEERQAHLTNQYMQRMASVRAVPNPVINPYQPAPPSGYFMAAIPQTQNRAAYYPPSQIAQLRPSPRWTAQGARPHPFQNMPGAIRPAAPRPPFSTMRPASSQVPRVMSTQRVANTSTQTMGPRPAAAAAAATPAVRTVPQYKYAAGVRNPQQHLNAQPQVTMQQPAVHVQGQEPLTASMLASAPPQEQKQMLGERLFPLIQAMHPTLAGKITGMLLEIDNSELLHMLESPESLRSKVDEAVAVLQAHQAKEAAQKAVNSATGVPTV
Rpn11 block: inhibitors of human proteasome Rpn11; human 26S proteasome, Ub4-pepOG fluorescence polarization; 20S core pre-blocked with epoxomicin; calls only at 20 µM; hit rate 0.59% among 360,000;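 active = inhibition at 20 µM, scaled to each plate's controls, above about 33%, limit read from the data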
NadD inh: blocks S. aureus nicotinate mononucleotide adenylyltransferase. purified NadD enzyme, colorimetric absorbance read-out. inhibition, % at 20 µM. hit rate 0.78% among 360,000; in the data active = inhibition above about 26%; also: some compounds past the cut are filed as inactive
Rin1 Abl inh: blocks binding of human Rin1 to Abl. TR-FRET Rin1/Abl binding, biochemical. inhibition, % at 7.35 µM. P00519+Q13671. hit rate 0.4% among 360,000; in the data active = inhibition above about 5%, passing the limit was not always enough
Neddylation inh: cullin neddylation inhibition | hit rate 0.58% among 360,000 | calls only at 25 µM | TR-FRET cullin neddylation, biochemical; in the data active = inhibition above about 36%
SKN-1 inh: inhibitors of C. elegans SKN-1. hit rate 0.49% among 360,000. C. elegans VP596 Pgst-4::GFP/RFP ratio, acrylamide-induced, 24 h. inhibition, % at 21.8 µM;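 active = interference check ratio from 0.5 to 1.5 plus GFP to RFP signal ratio inhibition reaching or exceeding a fixed threshold, cut at about 30% in these data, passing the limit was not always enough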; also: some compounds called inactive have numbers as strong as hits
Numbers without * were called inactive; i = inactive; x = not tested or not shown. An unsorted share of the library; any-hit rate near 3.9%.

Sample of the layout, 3 compounds:
SMILES	MT1-MMP act inh	FAS TE block	CSN inh	MLLE-PAM2 inh	Rpn11 block	NadD inh	Rin1 Abl inh	Neddylation inh	SKN-1 inh
NC(=O)c1ccc(Cn2c(C(=O)c3ccc(Cl)cc3)c3ccccc3[n+]2[O-])cc1	3.2	-10.5	0.1	3.0	i	-3.2	3.1	i	-3.2
Cc1cccc(N(C(=O)CCC(=O)Nc2cc(C)on2)C(C(=O)NC2CCCC2)c2ccc(C)o2)c1 (configuration not stated)	-3.5	-1.5	-1.7	-6.8	i	3.0	1.3	i	6.4
O=C1c2oc3ccccc3c(=O)c2C(c2ccccn2)N1Cc1ccccc1 (configuration not stated)	-5.2	-6.3	0.5	-1.6	i	-3.5	1.0	i	4.3

All compounds of this part, previewed entries included:
SMILES	MT1-MMP act inh	FAS TE block	CSN inh	MLLE-PAM2 inh	Rpn11 block	NadD inh	Rin1 Abl inh	Neddylation inh	SKN-1 inh
NC(=O)c1ccc(Cn2c(C(=O)c3ccc(Cl)cc3)c3ccccc3[n+]2[O-])cc1	3.2	-10.5	0.1	3.0	i	-3.2	3.1	i	-3.2
Cc1cccc(N(C(=O)CCC(=O)Nc2cc(C)on2)C(C(=O)NC2CCCC2)c2ccc(C)o2)c1 (configuration not stated)	-3.5	-1.5	-1.7	-6.8	i	3.0	1.3	i	6.4
O=C1c2oc3ccccc3c(=O)c2C(c2ccccn2)N1Cc1ccccc1 (configuration not stated)	-5.2	-6.3	0.5	-1.6	i	-3.5	1.0	i	4.3
O=C(O)CSc1cc(NS(=O)(=O)c2cccc([N+](=O)[O-])c2)c2ccccc2c1O	-21.1	28.2	29.8	43.5*	i	8.6	0.5	i	6.5
CCOC(=O)C1CCN(C(=O)CCNS(=O)(=O)c2ccc(C)cc2)CC1	-2.3	-6.5	-2.1	-3.8	i	-1.5	-2.2	i	5.0
O=C(CCCSc1nc2ccccc2c(=O)[nH]1)c1ccccc1	-0.5	4.4	6.5	12.0	i	5.3	4.1	i	-3.0
Cc1nc(SCc2ccc(F)cc2)n[nH]1	-0.4	-4.5	1.7	11.1	i	0.5	-1.6	i	14.3
Cc1ccc(OCC(=O)NNC(=O)C2CCCO2)c(C)c1 (configuration not stated)	-1.9	-2.8	7.2	7.5	i	0.9	4.2	i	-2.8
COc1ccc(NC(=O)c2ccccc2Oc2ccccc2)cc1	-5.7	10.3	-1.0	-8.8	i	-9.6	-2.6	i	-7.6
COc1ccc(-c2cc(C(=O)NCCN3CCOCC3)c3ccccc3n2)cc1OC	2.8	-4.0	-0.6	-3.8	i	-2.8	4.1	i	14.9
O=C(Nc1cccc(C(F)(F)F)c1)C1CC(=O)N(CCc2ccccc2)C1 (configuration not stated)	1.6	0.9	2.2	-12.0	i	-12.1	-0.3	i	-5.2
COCCCNC(=O)Cn1c(=O)n(CCCCCC(=O)Nc2ccccc2)c(=O)c2sccc21	-0.2	-6.7	2.6	-4.7	i	-2.1	1.7	i	13.2
COc1ccc(NC(=O)C2c3ccccc3OCC(=O)N2CCc2ccccc2)cc1 (configuration not stated)	2.0	-4.9	-2.9	x	x	-3.4	x	i	12.4
CCCN1CCN(CC(=O)Nc2nncs2)CC1	-1.6	-5.6	2.6	18.9	i	-2.2	0.2	i	12.7
CS(=O)(=O)N1CCN(Cc2ccccc2C(F)(F)F)CC1	0.3	0.2	-4.7	6.6	i	7.2	-2.1	i	-9.3
C[C@@H](C(=O)Nc1ccc2ccccc2c1)[C@@H]1C[C@@]1(C)[C@@H](NC(=O)c1cccnc1)c1ccccc1	-3.3	11.4	1.9	-15.6	i	2.7	4.0	i	3.1
O=C(/C=C/c1ccc(Cl)cc1Cl)N1CCN(c2ccc([N+](=O)[O-])c(N3CCOCC3)c2)CC1	3.2	64.8*	10.0	14.2	i	16.6	-1.3	i	17.3
CCCCOC(=O)Nc1ccc(N(C)C)cc1	2.9	-6.0	-0.7	-4.7	i	6.2	-0.9	i	6.5
CN1CCN(/N=C/c2nc(-c3ccc(Cl)cc3)n3ccccc23)CC1	-7.0	-12.9	-17.2	-0.2	i	0.2	-4.6	i	1.3
CCSc1nsc(NC(=O)Nc2cccc(OC)c2)n1	-8.5	3.5	3.6	6.3	i	-2.4	-1.0	i	12.2
COn1c(=O)c(-c2ccc(C)cc2)[n+]([O-])c2ccccc21	1.2	-2.5	-4.0	-8.1	i	-6.8	-0.7	i	1.1
CCOC(=O)c1ccc2c(c1)nc(SCC(=O)N1CCCCC1)n2CC	0.2	-1.6	2.1	-96.3	i	-6.4	2.0	i	-0.9
C=CC(C)n1c(Br)nc2c1c(=O)[nH]c(=O)n2C (configuration not stated)	5.2	-3.9	-2.5	17.1	i	5.2	-1.6	i	-10.6
Cc1cc(C(F)F)n2ncc(C(=O)NCCc3ccc(Cl)cc3)c2n1	-2.3	33.0	-3.7	0.0	i	0.8	-1.8	i	-4.5
CCCCn1c(N)c(N(CCOC)C(=O)c2ccc(S(=O)(=O)N3CCCCCC3)cc2)c(=O)[nH]c1=O	0.8	-10.2	2.8	-13.4	i	2.8	0.9	i	3.3
O=C(CSC1=NS(=O)(=O)c2cc(F)ccc2N1)Nc1ccccc1	-1.5	-3.5	2.7	5.4	i	-2.7	3.9	i	-15.6
Cc1ccc(C)c(CS(=O)(=O)c2cn(CC(=O)N3CCCCC3)c3ccccc23)c1	-5.6	-12.8	0.4	-4.8	i	-0.2	-1.6	i	4.6
COc1c(NC(C)=O)c2ccccc2c2ccccc12	-6.6	-5.7	1.3	5.8	i	-1.8	-2.6	i	2.6
Cc1nc2c(C)cccn2c1C(=O)c1ccccc1	-2.9	-4.1	-1.5	13.3	i	3.5	-1.6	i	1.4
C#CCN(C[C@@H](CC(C)C)NC(=O)OC(C)(C)C)S(=O)(=O)c1ccc(Br)cc1F	-24.4	23.6	0.1	-6.7	i	-3.8	2.3	i	-3.0
S=C(Nc1ccccc1)N1CCn2cccc2C1c1cccnc1 (configuration not stated)	1.2	-13.9	-12.4	-19.9	i	-1.4	2.2	i	17.4
O=C(CCn1c(=O)[nH]c2ccsc2c1=O)N1CCc2ccccc2C1	2.4	-5.1	0.0	-3.7	i	-0.8	3.1	i	-37.4
O=c1[nH]c2cccnc2n1Cc1ccccc1	-2.4	-2.8	1.8	-0.6	i	-4.1	-2.7	i	14.8
CC(C)(C)NC(=O)NC12CC3CC(CC(C3)C1)C2	-1.7	-4.6	-0.5	-1.7	i	-2.3	1.1	i	15.2
Cc1cccc(C)c1Nc1nc2ccccc2o1	2.4	-2.8	2.9	-19.5	i	0.6	0.3	i	0.9
COc1ccc(CC(=O)Oc2ccc(C(C)C)cc2)cc1S(=O)(=O)N1CCOCC1	-2.9	21.3	-4.5	0.9	i	-0.3	-0.2	i	5.4
Cc1cc(-c2ccc(Br)cc2)n[nH]1	4.4	-2.3	6.0	3.2	i	4.3	-3.6	i	14.4
CC(C)(C)c1ccc(C(=O)NNc2cc(N3CCCCC3)nc(N3CCCCC3)n2)cc1	-12.2	-13.3	1.2	-5.0	i	15.4	2.3	i	6.5
COc1cc(CC(=O)OCc2ccccc2F)cc(OC)c1OC	0.1	7.4	1.8	-2.1	i	1.2	2.1	i	-3.2
COc1ccc2[nH]c(=O)c(CN(C(=O)c3cccnc3)c3ccc(C)cc3)cc2c1	-3.8	-4.9	-1.0	6.4	i	7.1	-0.3	i	-31.1
Cc1cc(C(=O)NP(=O)(N2CC(C)OC(C)C2)N2CC(C)OC(C)C2)c(C)n1C1CC1 (configuration not stated)	-0.6	-2.0	4.2	5.6	i	-8.7	-3.0	i	9.3
CCCCCCC(=O)Nc1c2c(nc3ccccc13)N(C)CC2	1.8	-0.9	-2.6	-7.6	i	-10.5	0.4	x	-8.9
CC1(C)OC(=O)C(=CNc2ncccn2)C(=O)O1	1.5	-4.1	-2.4	-14.1	i	1.4	-0.7	i	4.5
CCOC(=O)C1=CCN(S(=O)(=O)c2ccc(Cl)cc2)C1c1ccc(C)cc1 (configuration not stated)	-2.2	27.6	0.9	14.3	i	-1.6	3.5	i	5.1
CCOC(=O)NN1C(=O)c2ccccc2NC1C (configuration not stated)	0.4	-2.9	-2.7	-3.1	i	-2.3	-0.6	x	-20.8
CC1(C(=O)NC(=S)N(Cc2ccccc2)c2ccccn2)CC1(Cl)Cl (configuration not stated)	-5.6	-11.8	6.7	-17.0	i	-0.3	1.1	i	-9.0
CC1=NN(c2ccc(Cl)c(C(=O)O)c2)C(=O)C1	2.4	-14.5	7.8	12.0	i	0.2	7.2*	i	4.1
COc1ccc(OC)c(NC(=O)C2CCCN2C(=O)C2CCC(C)CC2)c1 (configuration not stated)	-2.8	1.4	-1.8	16.8	i	-1.1	-2.7	i	0.9
COC(=O)CC1C(=O)NCCN1C(=O)c1sc2ccccc2c1Cl (configuration not stated)	-0.7	-7.0	0.8	10.0	i	-1.9	-3.3	i	-5.6
Cc1cccc(NC(=O)CSc2nnc(-c3ccccc3)n2N)c1C	1.8	-6.7	-2.6	-27.2	i	0.6	0.3	i	-4.6
CC(C)Oc1ccc(CCc2n[nH]c(=S)n2-c2ccccc2)cc1	2.1	-0.3	1.0	0.3	i	-3.3	-0.1	i	1.6
CN(C)c1ccc(C=Nc2ccccc2)cc1	-3.9	-5.9	1.2	-2.0	i	-5.1	2.7	i	4.8
O=C(COc1ccc(Br)cc1)NN1C(=O)c2ccccc2C1=O	3.9	5.5	-0.7	-7.6	i	-2.5	-2.0	i	1.3
Cc1ccsc1/C=C1/NC(=O)N(Cc2ccc(F)cc2)C1=O	7.1	-3.1	4.4	-4.6	i	3.9	-4.6	i	-9.0
CN(CC(=O)Nc1ccc(F)cc1)CC(=O)N1CCCC1	2.6	-5.9	-3.7	-16.5	i	-7.5	3.6	i	11.5
Cc1nn(C)c(C)c1NC(=O)Nc1cccc(C(F)(F)F)c1	-6.9	-4.0	1.3	1.9	i	0.0	0.8	i	3.0
COc1ccc(CCn2c(=N)c(S(=O)(=O)c3ccc(Cl)cc3)cc3c(=O)n4ccccc4nc32)cc1	-18.0	12.7	-9.5	97.0	i	29.8*	-2.9	i	5.9
Cc1ccccc1NC(=O)CSc1ccsc1[N+](=O)[O-]	-8.4	-0.1	35.0*	7.0	i	1.3	0.9	i	1.7
O=C(Cn1nnc(-c2ccccc2)n1)N/N=C/c1cccc([N+](=O)[O-])c1O	-0.9	7.0	12.4	0.9	i	0.7	1.9	i	2.4
Cc1ccc2c(CC(=O)N3CCOCC3)coc2c1	-1.1	-6.7	-0.9	-4.3	i	-4.9	1.2	i	4.7

(listing goes on)
SMILES	MT1-MMP act inh	FAS TE block	CSN inh	MLLE-PAM2 inh	Rpn11 block	NadD inh	Rin1 Abl inh	Neddylation inh	SKN-1 inh
COC(=O)c1ccc(-c2nc3cc(Cl)c(N)cc3s2)cc1	0.8	-2.0	4.9	-7.0	i	8.2	0.1	x	10.5
COc1cc(/C=N/NC(=O)c2cc(-c3ccccc3)nc3ccccc23)cc(OC)c1O	-1.7	6.6	-0.7	-9.0	i	8.8	0.4	i	12.5
Cn1c(C2CCCCC2)nc2ccccc21	2.3	-4.3	0.3	-15.5	i	-3.5	2.8	i	0.3
CCc1cc(-c2n[nH]c(C)c2Oc2ccc(C(C)C)cc2)c(O)cc1O	8.0	-100.2	-3.5	10.8	i	7.0	-4.2	i	2.6
CCC(=O)Nc1ccc(C(=O)N/N=C/c2cc(Br)c(OC)cc2OC)cc1	1.0	-2.2	-7.1	7.0	i	1.3	-2.6	i	-4.7
COc1ccc(-c2noc(COc3ccc4c(c3)OCO4)n2)cc1	4.0	10.0	-0.8	2.5	i	-6.9	1.8	i	-1.9

Assay outcomes (PubChem BioAssay)
